GlmU inhibition: inhibition of mycobacterial GlmU enzyme – biochemical, glucosamine-1-phosphate acetyltransferase (AID 1376). inhibition, %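 (tested at 30 µM in the primary screen)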; hits with a dose series show IC50 in µM. 0.25% of 220,000 active. M. tuberculosis GlmU acetyltransferase enzyme assay; higher % means a stronger effect; in the data active = inhibition above about 13%;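 note: 0% = complete reaction with vehicle and 100% = reaction without substrate; strong numbers were not always called active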
Mtb RmlCD inh: inhibitors of Mycobacterium tuberculosis RmlC and RmlD coupled enzymes; P9WH09+P9WH11; RmlC+RmlD coupled enzyme assay, percent inhibition; primary screen in compound mixtures; inhibition, % at 3.6 µM; 0.03% of 160,000 active; AID 1533; in the data active = inhibition mostly above about 34%, no sharp cut-off; note: some results filed as inactive read as strong as hits
Target sequence (P9WH09 whole entry, looked up): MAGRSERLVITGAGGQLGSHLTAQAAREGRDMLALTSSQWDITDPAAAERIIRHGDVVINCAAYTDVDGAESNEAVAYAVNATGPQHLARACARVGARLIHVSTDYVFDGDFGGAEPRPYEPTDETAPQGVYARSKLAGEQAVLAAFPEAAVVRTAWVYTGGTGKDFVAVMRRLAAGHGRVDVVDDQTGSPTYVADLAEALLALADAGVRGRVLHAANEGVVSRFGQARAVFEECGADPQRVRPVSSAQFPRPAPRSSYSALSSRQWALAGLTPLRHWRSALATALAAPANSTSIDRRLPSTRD
Target sequence (P9WH11 whole entry, looked up): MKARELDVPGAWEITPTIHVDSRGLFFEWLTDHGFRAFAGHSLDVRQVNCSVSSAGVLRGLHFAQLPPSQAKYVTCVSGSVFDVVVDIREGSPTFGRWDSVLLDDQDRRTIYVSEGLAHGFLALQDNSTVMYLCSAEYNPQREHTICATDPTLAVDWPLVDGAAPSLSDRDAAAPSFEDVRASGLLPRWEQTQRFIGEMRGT
* hit, by the source's call; . = not tested or not shown. Not all compounds are listed (hit frequency here may not be typical).

SMILES | GlmU inhibition | Mtb RmlCD inh
CCc1nc(SCC(=O)N2c3ccccc3Sc3ccccc32)c2ccccc2n1 | 1.2% | 8
C=CCSc1nc(N)c(C#N)c(-c2ccccc2)c1C#N | 0.3% | .
O=C(c1ccco1)N(CCCN1CCOCC1)c1nc(-c2ccc(Cl)cc2)cs1 | 1.7% | .
COC(=O)c1ccnc(SCC(=O)c2ccccc2)c1 | -3.1% | -10
Cc1ccccc1C(=O)OC1OC(=O)C(Cl)=C1Nc1ccc(C(=O)O)cc1 (stereo not given) | -0.6% | 1
CCOc1ccccc1NC(=O)Cn1c(=O)n(CCC(=O)NC2CCCC2)c(=O)c2ccccc21 | -3.9% | 4
Cc1ccc(S(=O)(=O)NC(CCc2ccccc2)CC(=O)C(C)(C)C)cc1 (stereo not given) | 3.4% | .
O=C1CCCCC1C(O)c1ccc(Cl)cc1 (stereo not given) | 1.5% | 7
O=C1/C(=C/c2cccs2)SC(=S)N1C1CCS(=O)(=O)C1 (stereo not given) | -4.2% | 1
COc1ccc(C(=O)N2CCCC(CCC(=O)NCc3ccc(F)c(F)c3)C2)cc1F (stereo not given) | -2.6% | -12
Cn1c2ccccc2c(=O)c2c(=O)n(Cc3ccco3)c(-c3ccc(C(C)(C)C)cc3)nc21 | -4.3% | -11
CCOC(=O)C1C(C(=O)Nc2cccc(C(F)(F)F)c2)C1C(=O)NC(C)C (stereo not given) | -6.5% | 0
Cc1noc(C)c1S(=O)(=O)Nc1cc(C(F)(F)F)ccc1N1CCOCC1 | 2.5% | 20
CSc1nn2c(C(F)(F)F)cc(C(F)(F)F)nc2c1C(N)=O | -1.6% | 6
CCS(=O)(=O)NCc1ccc2[nH]c3c(c2c1)CCCC3 | -2.7% | -3
COc1cc(N)ccc1Cc1ccc(N)cc1OC | 0.4% | 5
CCC(CC)c1nnc(NC(=O)C2COc3ccccc3O2)s1 (stereo not given) | -3.7% | 60
COc1ccccc1S(=O)Cc1ccc(C(=O)NCCc2ccc(Cl)cc2)o1 (stereo not given) | 4.4% | .
O=C(CN1CCN(c2cccc(C(F)(F)F)c2)CC1)Nc1cccc(C(F)(F)F)c1 | -0.7% | .
COc1ccc(-n2c(=O)c3ccccc3n(Cc3ccccc3F)c2=O)cc1OC | -2.5% | -12
Cc1ccc(NC(=O)c2ccccc2F)nc1 | 0.3% | -8
Cc1noc(NS(=O)(=O)c2ccc(N/C=C\C(=O)c3ccccc3)cc2)c1C | 1.4% | .
COC(=O)c1c(C)[nH]c(C(=O)N2CCN(c3ccc(OC)cc3)CC2)c1C | 0.2% | -2
COc1ccc(-c2nc(C#N)c(N3CCC(C(N)=O)CC3)o2)cc1 | 0.8% | 3
CN(C(=S)Nc1ccccc1F)C1(c2ccccc2Cl)CCCCC1=O (stereo not given) | 3.7% | -7

Copied from the list:
Reading of Cn1c2ccccc2c(=O)c2c(=O)n(Cc3ccco3)c(-c3ccc(C(C)(C)C)cc3)nc21 under GlmU inhibition: -4.3%
Reading of COc1ccc(-n2c(=O)c3ccccc3n(Cc3ccccc3F)c2=O)cc1OC under Mtb RmlCD inh: -12

Next part:
SMILES | GlmU inhibition | Mtb RmlCD inh
O=C(COC(=O)c1cccs1)NCCCc1ccccc1 | 7.5% | -11
O=C(CCCNS(=O)(=O)c1cccc2nsnc12)N1CCCCC1 | -6.0% | .
CCN(C(=O)CSc1nnc(Cn2nnc3ccccc32)o1)c1nc(-c2ccccc2)cs1 | -1.9% | .
O=C(Cc1cccs1)Nc1nnc(Cc2ccccc2)s1 | 5.0% | .
Cc1ccc2[nH]c(=O)c(NC(N)=S)nc2c1 | -0.2% | -11
CCCCN1CC[C@H]2C=CC[C@@H](C(=O)N3CCOCC3)[C@H]2C1=O | 0.8% | .
CCOC(=O)N1CCC(N2C(=O)c3ccccc3C2Nc2cc(OC)c(OC)c(OC)c2)CC1 (stereo not given) | -5.0% | 0
CCCCN1CC2=C(C1=O)C(c1ccc(O)cc1)NC(=O)N2C (stereo not given) | -6.7% | -4
O=C(CSc1nnc(-c2ccccc2)o1)OCc1ccccc1 | 1.5% | 0
COc1ccc(-n2c(O)c(/C(C)=N/Nc3ccccc3)c(=O)[nH]c2=O)cc1 | -2.4% | 1
Cc1cc(C(=O)CSc2nnc(-c3ccc4c(c3)OCO4)o2)c(C)n1-c1ccc(F)cc1 | 0.4% | 13
NC(=O)c1c(NC(=O)c2cccs2)sc2c1CCCCCC2 | 6.6% | 4
CCS(=O)(=O)N1CCC(NC(=O)C2CCCCC2)CC1 | 1.1% | -8
CC(NC(=O)COC(=O)Cc1ccccc1[N+](=O)[O-])c1ccccc1 (stereo not given) | 0.4% | -8
CC(C)(C)c1cnnn1-c1cccc([N+](=O)[O-])c1 | -3.2% | 3
CN(CC(=O)Nc1ccc(C(N)=O)cc1)CC(=O)Nc1ccccc1Br | 2.7% | -1
O=C(CSc1nnnn1-c1ccccc1)c1ccco1 | -2.4% | 9
CCOC(=O)c1ccccc1OCc1cc(/C=N/n2cncn2)ccc1OC | 6.0% | 7
Cc1cc(Br)c(NC(=O)c2ccccc2[N+](=O)[O-])cc1C | -4.4% | 3
CCOC(=O)CNC(=O)Nc1ccccc1C(=O)OC | 3.3% | -15
Cc1cc(C)nc(SCC(=O)NC2=NN=C(c3ccc(Br)cc3)CS2)n1 | 3.6% | -6
COc1ccc(-c2nc3ccc(C(=O)NCC(OC)OC)cc3nc2-c2ccc(OC)cc2)cc1 | -2.9% | -3
CCCCNC(=O)OC(C)CNC(=O)Oc1cccc(C)c1 (stereo not given) | 1.1% | 4
O=C(COc1ccc(Cc2ccccc2)cc1)c1ccc(F)cc1 | -3.1% | .
CN(C)CCCN(C(=O)c1cccc(N2C(=O)CCC2=O)c1)c1nc2cc3c(cc2s1)OCO3 | -4.3% | 3

3 entries from above in another layout.
Under each structure: GlmU inhibition | Mtb RmlCD inh
- CC(C)(C)c1cnnn1-c1cccc([N+](=O)[O-])c1
  -3.2% | 3
- O=C(CSc1nnc(-c2ccccc2)o1)OCc1ccccc1
  1.5% | 0
- COc1ccc(-c2nc3ccc(C(=O)NCC(OC)OC)cc3nc2-c2ccc(OC)cc2)cc1
  -2.9% | -3

Remaining list, next part
SMILES | GlmU inhibition | Mtb RmlCD inh
CN(CC(=O)Nc1ccccc1Cl)C(=O)c1cc(=O)[nH]c2ccccc12 | 6.3% | 26
Cn1c(=O)c([N+](=O)[O-])c(Oc2ccccc2)c2ccccc21 | 1.0% | -6
CC(OC(=O)CCc1nc2ccccc2c(=O)[nH]1)C(=O)NC1CCCC1 (stereo not given) | 0.3% | 4
O=C(NCCc1ccccc1)c1cc(=O)[nH]c2ccccc12 | -11% | -7
Clc1nc(-c2ccccc2)cc(-c2ccccc2)n1 | -3.4% | 19
Cc1ccc(C2CC2c2n[nH]c(=S)n2-c2ccc(C)cc2)cc1 (stereo not given) | 4.1% | 0
O=S(=O)(NNc1nccc(C(F)(F)F)n1)c1cccc(Cl)c1Cl | 0.6% | 13
CCOCCc1nnc(NC(=O)C(CC)c2ccccc2)s1 (stereo not given) | -1.0% | .
CC1CC(C)CN(S(=O)(=O)c2ccc3c(c2)oc(=O)n3CC(=O)N2CCOCC2)C1 (stereo not given) | 4.5% | 3
Cc1onc(C(=O)NCc2cccs2)c1[N+](=O)[O-] | 0.2% | -4
CC(C)Oc1ccc(/C(O)=C2/C(=O)C(=O)N(CCN(C)C)C2c2ccco2)cc1 (stereo not given) | -2.8% | -13
Cn1c(N)c(S(=O)(=O)N2CCN(C(=O)c3ccco3)CC2)c(=O)n(C)c1=O | 1.6% | -16
Cc1noc(NS(=O)(=O)c2ccc(NC(=O)CCC3CCCCC3)cc2)c1C | 3.0% | .
COc1cc(CNCc2cccs2)cc(Br)c1OC | 4.4% | 0
CC1CCCC(C)N1NC(=O)c1ccc(Cl)c(S(N)(=O)=O)c1 (stereo not given) | -4.6% | -6
O=C(O)CC(NC(=O)c1sc2ccccc2c1Cl)c1ccc(OC2CCCC2)cc1 (stereo not given) | 1.8% | -4
c1ccc2[nH]c(NCc3ccc4c(c3)OCO4)nc2c1 | -1.5% | -8
CC(=O)Nc1ccc(NC(=O)C2CC(=O)N(c3cccc(Cl)c3)C2)cc1 (stereo not given) | -1.2% | 9
CCOc1ccc(NC(=O)c2ccc(NC(=O)Cc3n[nH]c(=O)c4ccccc34)cc2)cc1 | -3.7% | .
Cc1cc(NCCCN2CCOCC2)n2nc(C)c(-c3ccc(F)cc3)c2n1 | -0.9% | -9
CN(C)S(=O)(=O)c1cc(NC(=O)C[N+]23CCN(CC2)CC3)ccc1Cl | 0.1% | 3
S=P(NC1CCCCC1)(N1CC1)N1CC1 | -2.0% | -4
Cc1ccc(NC(=O)CN(c2ccc(C)cc2)S(=O)(=O)c2cccc3nonc23)cc1 | -7.2% | .
CCn1c(-c2cccs2)nc2ccccc21 | 7.0% | .
CC1(C)CC(=O)C2=C(C1)OC(=O)CC2c1cccs1 (stereo not given) | -2.8% | .

Complete entries from above. Values in the order: GlmU inhibition | Mtb RmlCD inh
Entry for Cn1c(=O)c([N+](=O)[O-])c(Oc2ccccc2)c2ccccc21 : 1.0% | -6
Entry for CC(OC(=O)CCc1nc2ccccc2c(=O)[nH]1)C(=O)NC1CCCC1 (stereo not given) : 0.3% | 4
Entry for S=P(NC1CCCCC1)(N1CC1)N1CC1 : -2.0% | -4
Entry for CC1(C)CC(=O)C2=C(C1)OC(=O)CC2c1cccs1 (stereo not given) : -2.8% | .
Entry for O=C(O)CC(NC(=O)c1sc2ccccc2c1Cl)c1ccc(OC2CCCC2)cc1 (stereo not given) : 1.8% | -4

Following part.
SMILES | GlmU inhibition | Mtb RmlCD inh
O=C1CN2C(=Nc3ccc(Cl)cc3C2c2ccccc2)CN1 (stereo not given) | -7.7% | -6
COCCNC(=O)C(NC(=O)C1CCCCC1)C12CC3CC(CC(C3)C1)C2 (stereo not given) | 0.5% | 1
O=C(O)c1ccccc1C(=O)Nc1ccc(-c2csc(-c3ccccc3)n2)cc1 | 4.0% | -1
CCOC(=O)N1CCN(C(=O)CS(=O)(=O)c2cn(Cc3cccc(F)c3)c3ccccc23)CC1 | -4.8% | -6
CC(C)C12CN(C(=O)c3ccccc3[N+](=O)[O-])CC(C(C)C)(CN(C(=O)c3ccccc3[N+](=O)[O-])C1)C2=O | 6.1% | -2
Cn1ncc2c1ncn1nc(CCc3ccccc3)nc21 | 0.5% | .
O=C(O)c1ccc(-c2nc(-c3ccc(Cl)cc3Cl)cs2)cc1 | 4.2% | -9
COc1ccc(C2c3sc(=O)[nH]c3SC3C4CCC(C4)C23)cc1 (stereo not given) | 3.3% | 2
O=C(CCS(=O)(=O)Cc1ccccc1)NC1CCCCC1 | -0.5% | .
O=C(C(c1ccccc1)c1ccccc1)N1CCN(CC(O)COc2ccccc2)CC1 (stereo not given) | 1.3% | -3
COc1ccc(C(OC(=O)c2ccco2)C(=O)NCC2CCCO2)cc1 (stereo not given) | 0.1% | .
COC(=O)c1nn(-c2ccccc2)c(Cl)c1/C=N/OC(=O)c1ccc(Cl)c(Cl)c1 | -4.0% | .
CCC(Cc1ccccc1)NC(=O)CSc1ccsc1[N+](=O)[O-] (stereo not given) | 7.1% | .
CCOCCn1c(SC(C)C(C)=O)nc2c1c(=O)[nH]c(=O)n2C (stereo not given) | 5.3% | 18
NC(=O)C1CCCN(C(=S)Nc2ccccc2)C1 (stereo not given) | 1.4% | 9
COc1ccc(CCNc2nnc(C)c(=O)[nH]2)cc1OC | -2.1% | -2
O=C(c1nn(Cc2ccccc2)c(=O)c2ccccc12)N1CCc2ccccc2C1 | -7.4% | 33
OC1(c2ccccn2)COc2ccccc2O1 (stereo not given) | 4.8% | 20
Cc1c(C(=O)NCCCc2ccccc2)cccc1[N+](=O)[O-] | -6.0% | -5
CC(=O)Oc1ccc2cc(-c3ccccc3)c(=O)oc2c1 | -9.9% | 9
Cc1ccc(C)c(N2CCN(CCCNC(=O)Cn3cc4c(n3)CCCCC4)CC2)c1 | . | -7
COc1ccc2[nH]c(C)c(C(=O)CN3CCOCC3)c2c1 | 0.3% | 0
O=C(Cc1cn2ccsc2n1)Nc1nc2c(s1)CCCC2 | 1.7% | 32
N#CCSc1ccc(-c2nc3ccccc3[nH]2)cn1 | -2.3% | -4
COc1ccc(S(=O)(=O)CCc2nnc(NC(=O)c3cccs3)s2)cc1 | -0.9% | .

Following part:
SMILES | GlmU inhibition | Mtb RmlCD inh
Cc1ccc(/C([O-])=C(/C(=S)NCc2ccco2)[n+]2ccccc2)cc1[N+](=O)[O-] | 3.9% | 9
CCCC(=O)NCCc1cc2ccc(OC)cc2[nH]c1=O | 1.1% | 3
COc1ccccc1C(=O)O/N=C1/CCCc2c1ccc(OC)c2[N+](=O)[O-] | -6.0% | .
Cc1ccc(C(=O)c2nocc2C(=O)c2cccs2)cc1 | -0.9% | .
COc1ccc(C(=O)N2CC(=O)Nc3ccccc32)cc1S(=O)(=O)N1CCCC1 | -0.4% | -25
O=C(CN1CCN(S(=O)(=O)c2ccc3ccccc3c2)CC1)Nc1ccc(N2CCOCC2)cc1 | 1.0% | -2
O=C(COc1ccccc1)NNc1nc2ccccc2s1 | -4.2% | -2

Gathered by group, the entries above containing a cyano group (three)
SMILES | GlmU inhibition | Mtb RmlCD inh
C=CCSc1nc(N)c(C#N)c(-c2ccccc2)c1C#N | 0.3% | .
COc1ccc(-c2nc(C#N)c(N3CCC(C(N)=O)CC3)o2)cc1 | 0.8% | 3
N#CCSc1ccc(-c2nc3ccccc3[nH]2)cn1 | -2.3% | -4

Assay outcomes deposited in PubChem by several laboratories.
